HEK293 tox – cytotoxicity in counter-screen for GLP-1R inverse agonists; HEK293 cAMP-luciferase reporter cells, luminescence, 24 h; Potency, µM (titrated, usually from 38.3 µM), inactives show at the top dose activity change, negative = inhibition, usual class: inhibitors; actives 0.13% (n = 410,000); AID 624418;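 further: loss of luciferase light is scored as toxicity; potency means the concentration at half of the fitted maximal effect; on the % scale 0 is the no-effect control and ±100 the full control effect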
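Quantitative HTS format, 1536 wells, 200 cells/uL seeded. Compounds: 23 nL, 24 h, 37 °C. Detection: luciferase reagent, luminescence at 12 min RT; decreased signal taken as cytotoxic.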
PI5P4Ka inh – blocks human PI5P4K alpha kinase activity | PI5P4Kalpha enzyme, ADP-Glo luminescence, 60 min; hits give low values | AID 652105 | P48426 | actives 1.2% (n = 330,000) | max response, %; active means max response of -50% or lower; inconclusive means between -30% and -50%; inactive means -30% or higher; further: value at the top dose of about 77 µM; on the % scale 0 is the no-effect control and ±100 the full control effect
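PI5P4Kalpha ADP-Glo assay; 5 microM ATP final; 60 min RT reaction; HEPES pH 7.4/EGTA/CHAPS, 5% DMSO; controls lacking substrate or enzyme; luminescent end-point.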
PTHR1 agonist – PTHR1 (human) receptor agonism. Q03431. HEK293 GP2 PTHR1 cells, GloSensor cAMP luminescence, 1 h. Potency, µM (highest dose often 115 µM), for inactives: at the highest dose activation, hits mostly activators. actives 0.075% (n = 410,000). AID 743266; further: potency means the concentration at half of the fitted maximal effect; nearly all actives have a fitted effect of over 55% in size; some results filed as inactive show a strong effect at the top dose; inactives centre near -15; many of its hits are not listed in these tables
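HEK-293-derived GP2 cells expressing PTHR1 and a GloSensor cAMP reporter, 3,000/well, plated overnight, given luciferin plus IBMX (each 0.5 mM as added) for 1 h at 37 °C, then compound for 1 h at 37 °C. Luminescence was read after 15 min at room temperature.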
PLK1 PBD inh – PLK1 (human) polo-box domain binding inhibition; Plk1 PBD binding of FITC phosphopeptide, fluorescence polarization; P53350; Potency, µM, inactives show max response, negative = inhibition, hits mostly inhibitors; actives 2.8% (n = 360,000); AID 720504; further: potency means the concentration at half of the fitted maximal effect; series mostly up to about 57 µM; on the % scale 0 is the no-effect control and ±100 the full control effect; nearly all actives have a fitted effect of over 65% in size
Target sequence (P53350 whole entry, looked up, the tested form may be a part): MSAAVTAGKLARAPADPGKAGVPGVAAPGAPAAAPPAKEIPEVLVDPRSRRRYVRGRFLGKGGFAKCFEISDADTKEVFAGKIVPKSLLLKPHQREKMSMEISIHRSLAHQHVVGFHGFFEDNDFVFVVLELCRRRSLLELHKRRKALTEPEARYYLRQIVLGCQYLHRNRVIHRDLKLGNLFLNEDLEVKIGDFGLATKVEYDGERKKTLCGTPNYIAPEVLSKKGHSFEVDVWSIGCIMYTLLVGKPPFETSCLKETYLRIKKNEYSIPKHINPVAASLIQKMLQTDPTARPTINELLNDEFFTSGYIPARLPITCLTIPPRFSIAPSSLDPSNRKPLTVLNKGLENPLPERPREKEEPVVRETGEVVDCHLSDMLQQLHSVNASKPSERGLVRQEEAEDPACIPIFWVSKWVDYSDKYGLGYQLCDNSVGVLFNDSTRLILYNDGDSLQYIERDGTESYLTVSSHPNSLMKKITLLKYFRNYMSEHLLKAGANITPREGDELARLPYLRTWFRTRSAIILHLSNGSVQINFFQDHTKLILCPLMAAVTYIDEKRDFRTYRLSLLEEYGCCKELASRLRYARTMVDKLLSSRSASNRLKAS
GLP-1R agonist – agonists of human GLP-1 receptor; P43220; HEK293 GLP-1R CRE-luciferase, luminescence, 4-6 h; cells express a hypersensitive GLP-1R form; Potency, µM (highest dose often 45.6 µM), for inactives: top-dose activation, hits mostly activators; actives 0.007% (n = 380,000); AID 624172; further: potency means the concentration at half of the fitted maximal effect; % of control where 0% means no effect
Target sequence (P43220 whole entry, looked up): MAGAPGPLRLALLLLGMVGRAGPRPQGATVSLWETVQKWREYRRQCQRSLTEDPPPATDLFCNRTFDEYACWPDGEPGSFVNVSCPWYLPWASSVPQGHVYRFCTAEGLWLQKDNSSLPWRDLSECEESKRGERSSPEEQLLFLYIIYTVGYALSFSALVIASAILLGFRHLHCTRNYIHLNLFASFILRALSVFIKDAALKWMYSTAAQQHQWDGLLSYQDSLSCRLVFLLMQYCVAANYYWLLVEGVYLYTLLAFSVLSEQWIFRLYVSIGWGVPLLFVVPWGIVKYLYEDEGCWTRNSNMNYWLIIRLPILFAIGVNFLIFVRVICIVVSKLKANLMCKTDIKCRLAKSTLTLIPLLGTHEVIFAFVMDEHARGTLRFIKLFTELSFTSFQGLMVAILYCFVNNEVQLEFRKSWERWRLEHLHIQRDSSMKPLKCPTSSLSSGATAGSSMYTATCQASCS
EPAC1 agonist – EPAC1 (human) agonism | AID 720707 | EPAC1 agonist qHTS, biochemical assay; response scale: 100% = response to 6.5 mM cAMP | actives 0.073% (n = 360,000) | Potency, µM (highest dose often 154 µM), without a hit: top-dose activation, hits mostly activators | O95398; further: potency means the concentration at half of the fitted maximal effect; nearly all actives have a fitted effect of over 60% in size
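Nucleotide exchange assay: 100 nM EPAC1 with 250 nM Rap1B loaded with BODIPY-GDP and 50 uM GDP, room temperature. Fluorescence (480/540 nm) read every 5 min for 30 min; signal change normalized to 6.5 mM cAMP as full agonist.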
EPAC1 antagonist – EPAC1 (human) antagonism | O95398 | EPAC1 GEF assay, Rap1b-BODIPY-GDP exchange fluorescence | Potency, µM (top dose mostly 115 µM), for inactives: top-dose activity change, negative = inhibition, most hits filed as inhibitors | actives 0.14% (n = 360,000) | AID 720709;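 further: potency means the concentration at half of the fitted maximal effect; plate controls were vehicle for no effect and positive control for full effect; nearly all actives have a fitted effect of over 50% in size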
IL-2 act – activators of IL-2; actives 0.065% (n = 360,000); AID 652025; IL-2 activation reporter assay, cell-based qHTS; stimulated with anti-CD3/CD4/CD28 beads; in transgenic mouse T cells; activation, % (series mostly up to about 46 µM); in the data active means activation above about 50%; inconclusive means mostly about 30% to 49%; further: 0% is about no effect
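Using fluorescent plate cytometry, EGFP and DsRed are detected in transgenic mouse T cells stimulated 18 h at 37 degrees C with antibody-coated beads after 60 min compound pretreatment.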
GLP1R inv ag – acts as inverse agonist at human GLP-1 receptor; P43220; HEK293 GLP-1R CRE-luciferase, luminescence, 24 h; GLP-1R form is constitutively active; Potency, µM (series often up to 38.3 µM), without a hit: at the top dose activity change, negative = inhibition, hits mostly inhibitors; actives 1.6% (n = 410,000); AID 624417; further: potency means the concentration at half of the fitted maximal effect; on the % scale 0 is the no-effect control and ±100 the full control effect; nearly all actives have a fitted effect of over 55% in size
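Cells are plated, allowed 12 hours at 37 deg C, then treated with compounds for 24 hr before luciferase detection reagent is added and luminescence is read after 12 min at room temperature. The HEK293 line carries constitutively active GLP-1R with a cAMP-responsive reporter.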
* marks the source's active call; other numbers are inactive results; i = inactive; ? = inconclusive; / = no result given; & = joins results of further samples; [ ] = remark or other dose. Unless noted, the call rests on the fitted dose curve; in most records, active means well fitted curve in the direction sought with a large enough effect; inconclusive means small, poorly fitted or top-dose-only effect, or another doubt; inactive means no such curve, though single readings can be large; an effect the other way counts as inactive or inconclusive. Some of the compounds tested, so the mix of outcomes need not match the whole.

structure	PLK1 PBD inh	GLP-1R agonist	HEK293 tox	PTHR1 agonist	EPAC1 antagonist	PI5P4Ka inh	EPAC1 agonist	IL-2 act	GLP1R inv ag
CC(C)C(c1nnnn1C1CCCCC1)N1CCCc2ccccc21 (stereo not given)	?	5%	6%	-1%[57.5 µM]	0%	1	1%	-0.3	?
O=C(CCN1C(=O)/C(=C/c2ccc3c(c2)OCO3)SC1=S)NNC(=O)c1cccnc1	-4%	1%	1%[7.66 µM]	-22%	2%	-1	10%	-0.7	5%[7.66 µM]
CN1C(N)=NC(=O)/C1=C/c1ccc(F)cc1	-6%	0%	-9%	-2%	-7%	-6	1%	0.2	-4%
O=C(COC(=O)C(Cc1ccccc1)NC(=O)c1ccc(Cl)cc1)c1ccc(Cl)cc1 (stereo not given)	11µM*	2%	6%	i	-16%	-9	10%	0.4	-22%
Cc1sc2ncnc(N(C)C3CCCCC3)c2c1C	5%	17%	18%	-16%	-10%	21	-6%	2.1	?
CC1CCCCN1S(=O)(=O)c1ccc(C(=O)Nc2nnc(-c3ccco3)o2)cc1 (stereo not given)	-7%	-16%	-7%	i	-14%	-25	7%	11	-19%
O=C(CC1CC2CCC1C2)OCC(=O)c1c[nH]c2ccccc12 (stereo not given)	-4%	4%	-21%	-26%	-18%	13	8%	-0.5	10µM*
CCOC(=O)C=Nc1c(N)n(C)c(=O)n(C)c1=O	-13%	-11%	20%	i	-2%	-2	-10%	-2.9	9%
Cc1cc(C(=O)COC(=O)c2ccc(O)cc2O)c(C)n1-c1ccc(OC(F)F)cc1	-4%	-16%	?	-34%[inhibitor]	-4%	-26	3%	-5.5	-73%
O=C1NC[C@H](CCCCN2C[C@H](Cc3ccccc3)N(Cc3ccccc3)C(=O)C2=O)N(CCc2ccccc2)C1=O	-13%	3%	2%	-9%	2%	-5	12%	3.1	18%
CCN1CCc2c(sc(NC(=O)c3ccc(S(=O)(=O)N(C)C4CCCCC4)cc3)c2C(N)=O)C1	/	9%	-7%	i	/	/	/	/	-26%
CN(Cc1ccccc1)C(=O)COC(=O)CCC(=O)c1ccc(Cl)cc1	-15%	-8%	21%	-19%	0%	-4	2%	-4.4	19%
CCOC(=O)N1CCN(C(=O)NC2CCCCC2)CC1	-1%	-2%	-8%	-20%	0%	-1	1%	-0.6	12%
Cc1ccc(C)c(OCCOCCN2CCOCC2)c1	0%	?	4%	5%[57.5 µM]	1%	/	13%	-0.3	4%
Cc1ccc(N2CC(C(=O)Nc3ccccc3C(=O)NC3CCCCC3)CC2=O)cc1C (stereo not given)	-9%	-8%	-21%	-12%[57.5 µM]	-21%	-2	-11%	11	0%
Cc1ccc(-c2nnc(C)c(N3CC(C)OC(C)C3)n2)cc1 (stereo not given)	0%	-1%	-7%	-9%[57.5 µM]	-1%	-5	6%	0.7	-4%
O=C(NCc1ccncc1)c1ccc(Cn2cc(C(F)(F)F)ccc2=O)cc1	-8%	4%	-8%	i	-8%	0	-1%	-3.1	-1%
CCCC12CN3CC(C)(CN(C1)C3c1ccc3c(c1)OCO3)C2=O (stereo not given)	2%	-13%	4%	i	5%	14	-11%	0.5	-7%
Cc1ccc(NC(=O)COc2ccc3oc4c(c3c2)CCCC4)c(C)c1	/	-2%	10%	i	/	/	/	/	7%
O=C(c1ccc(F)cc1)N(c1ccccn1)C1CCCCC1	-3%	5%	4%	i	-16%	2	-11%	-0.8	-4%
Cc1ccccc1NC(=O)CCNS(=O)(=O)c1ccc2[nH]c(=O)oc2c1	-5%	6%	-8%	i	-4%	2	14%	-0.2	5%
O=[N+]([O-])c1cccc2c(S(=O)(=O)N3CCCCC3)cccc12	-8%	20%	-2%	-6%	-15%	0	18%	1.0	?
O=[N+]([O-])c1ccccc1S(=O)(=O)NCc1cccnc1	27µM*	2%	15%	i	-28%	-11	2%	4.2	-2%
CC(O)(c1cccc(F)c1)c1nc(-c2ccc3c(c2)OCO3)cs1 (stereo not given)	0%	9%	5%	i	-8%	15	7%	0.3	-12%
Cc1cc(/C=C(\C#N)C(=O)Nc2ccccc2)c(C)n1-c1ccc(C(=O)O)cc1	-12%	1%	-11%	-27%	-18%	-22	1%	-1.3	10%

structure	PLK1 PBD inh	GLP-1R agonist	HEK293 tox	PTHR1 agonist	EPAC1 antagonist	PI5P4Ka inh	EPAC1 agonist	IL-2 act	GLP1R inv ag
O=C(Nc1nc(-c2ccc(S(=O)(=O)N3CCCC3)cc2)cs1)c1cccs1	-6%	-14%	-1%	-20%	-2%	1	17%	0.4	?
CCN1C(=O)c2ccc(C(=O)Nc3cccc(C(=O)O)c3)cc2C1=O	-3%	-1%	21%	-19%	-12%	-6	0%	1.2	31%
CC1(C(=O)NS(=O)(=O)c2cccc(Cl)c2)CCN1C(=O)C/C=C/c1ccccc1 (stereo not given)	-27%	-6%	3%	i	-10%	-2	2%	0.2	14%
CC(NCc1ccccc1O)C12CC3CC(CC(C3)C1)C2 (stereo not given)	0%	0%	-14%	i	3%	2	-4%	-2.9	?
Cc1cccc(COCCN2CCN(S(=O)(=O)c3ccccc3)CCC2=O)c1	-1%	3%	5%	-25%	-12%	-1	-3%	1.4	15%
O=C(CSc1ccccn1)N/N=C/c1cccc([N+](=O)[O-])c1	-1%	16%	4%	i	-20%	0	6%	3.4	3%
CC(=O)Nc1nonc1-c1nc2ccccc2n1N(C(C)=O)C(C)=O	-27%	-15%	-3%	i	9%	?	0%	-0.1	0%
COC(=O)c1cn(NC(=O)Cc2ccc(Cl)cc2)c(=O)c2ccccc12	-3%	-9%	-13%	i	6%	6	-15%	0.0	0%
O=C(COC(=O)c1cccnc1Cl)NCCc1ccc(F)cc1	0%	7%	10%	i	10%	0	-3%	-2.9	-4%
C(/C=C/c1ccco1)=N/N1CCN(c2ccccc2)CC1	-12%	-28%	-1%	-71%[inhibitor]	2%	-7	1%	-1.9	?
CN(CC(=O)OCC(=O)NC1CCCC1)S(=O)(=O)c1ccc(Cl)cc1	-12%	-2%	12%	22%	2%	2	-1%	0.1	13%
N#CC1=C(N)OC2=C(C(=O)CC(c3ccccc3)C2)C1c1ccoc1 (stereo not given)	-18%	-3%	-19%	-23%	7%	-12	-9%	-2.8	16%
Cc1ccc(CNc2nc3ccccc3n3cnnc23)cc1	-7%	5%	9%&3%	-25%	?	-3	-3%	2.6	1%&55%
Cc1cc(C)n(-c2nc(C)nc(NCc3ccccc3)n2)n1	3%	21%	?	-3%	12%	1	-1%	-0.2	?
COC(=O)c1ccc2c(c1)N(CC(=O)Nc1ccc(C)c(C)c1)C(=O)c1ccccc1S2	/	-1%	5%	-15%	/	/	/	/	-9%
Cc1ccc(S(=O)(=O)Nc2cc(=O)[nH]c(SCc3ccc(Cl)cc3)n2)cc1	2%	-24%	-3%	i	-25%	28	9%	-0.2	-5%
Cc1cccc(C(=O)NCC(=O)N2CCN(c3ccccn3)CC2)c1	-6%	11%	-12%	i	7%	-2	0%	-2.1	8%
CCCc1ccc(C(O)c2ncc(-c3ccccc3C)[nH]2)cc1 (stereo not given)	-2%	12%	-5%	-18%	-19%	-2	-12%	-0.5	-18%
Cc1ccc(C(=O)O)cc1-n1c(=O)n(Cc2ccccc2)c(=O)c2[nH]cnc21	4%	0%	-2%	i	3%	4	-4%	9.9	18%
Cc1cccc(OCC(=O)O/N=C(\N)c2ccccn2)c1	0%	-6%	-16%	-12%[57.5 µM]	13%	/	-4%	2.3	3%
COc1ccc(-n2c(C)cc(C(=O)CSc3nn4c(=O)c(C(C)(C)C)nnc4s3)c2C)cc1	-5%	-13%	-2%	-24%[57.5 µM]	6%	/	2%	-2.2	-5%
CSc1nsc2nc(=O)c(/C=C3\C(C)=Nc4ccccc43)c(N)n12	-18%	3%	-27%	-32%[inhibitor]	-20%	2	-1%	-0.4	2%
COc1ccc(NC(=O)c2cc(=O)[nH]c3ccccc23)cc1	-3%	4%	1%	-5%	-2%	6	-3%	3.1	-18%
CCOc1ccccc1/C=C/c1onc(C)c1S(=O)(=O)N1CCC(C(=O)NC(C)(C)C)CC1	-3%	-2%	-7%	i	-5%	1	-6%	0.4	?
CCN(C(C)=O)c1ccc(Oc2nc(OC)cc(OC)n2)cc1	-14%	3%	-10%	-17%	14%	2	12%	0.1	-2%

structure	PLK1 PBD inh	GLP-1R agonist	HEK293 tox	PTHR1 agonist	EPAC1 antagonist	PI5P4Ka inh	EPAC1 agonist	IL-2 act	GLP1R inv ag
CC(C)(C)c1ccc(C(=O)Nn2c(CCC(=O)O)ccc2-c2cccs2)cc1	-11%	4%	9%	-24%	-1%	/	5%	0.4	4%
CCC(CO)Oc1cc(NCc2ccc(C(C)(C)C)cc2)c2ncn(C(C)C)c2c1 (stereo not given)	-16%	-5%	?	-8%	-20%	0	-10%	-0.6	?
O=C1CC(N2CCN(c3ccccc3O)CC2)C(=O)N1Cc1ccccc1 (stereo not given)	-6%	-2%	-3%	i	-18%	0	3%	-1.0	-14%
CCCn1c(SCC(=O)Nc2ccccc2C(=O)OC)nc2c1c(=O)n(C)c(=O)n2C	-9%	6%	3%	i	0%	2	-1%	0.2	5%
COc1ccc(-c2nn3c(-c4cccc(C)c4)nnc3s2)cc1OC	-6%	22%	-5%	-7%	?	/	6%	-1.1	49%[activator]
O=C(NC1CCCCCC1)c1c(O)c2ccccc2[nH]c1=O	-10%	-14%	13%	-5%[57.5 µM]	0%	15	2%	0.5	8%
CCn1cc(C(=O)OCC(=O)N(C)C2CCS(=O)(=O)C2)c(=O)c2ccc(C)nc21 (stereo not given)	-3%	5%	2%	i	5%	-2	2%	1.8	48%[activator]

Screening data: PubChem, National Center for Advancing Translational Sciences (NCATS)
